TIM10 inh = inhibits growth of TIM10 yeast strain; S. cerevisiae TIM10 strain growth, BacTiter-Glo luminescence, 24 h; inhibition, % at 10 µM; 330,000 compounds, 1.4% hits;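 active means inhibition of 40% or more at the single tested concentration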;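 further: wild-type TIM10 isogenic control strain grown at permissive 25 °C; 0% = DMSO yeast wells and 100% = minimal medium wells without yeast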
UPR XBP1 act = adaptive UPR (XBP1) activation. CHO-XBP1 luciferase reporter, IRE1-XBP1 UPR activation, luminescence; percent of tunicamycin response, DMSO as zero. activation, % at 20 µM. 330,000 compounds, 0.33% hits. AID 463104;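 active means versus positive control, 20 µM dose yields 30% or more activation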;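 further: 100% = tunicamycin at 10 µg/mL and 0% = DMSO only wells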
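Material – CHO cell line with stable XBP1 luciferase reporter · Buffer or medium – F12 plus 10% FBS · Compound – single point, 20 µM final compound, 1% DMSO · Schedule – 16-18 h cell attachment at 37 °C, then 6 h compound exposure · Signal – Steady-Glo luminescence read · Benchmarks – high control tunicamycin 10 µg/mL final, low control DMSO vehicle only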
GRIN3A LBD mod = modulators (binders) of human NR3A ligand-binding domain; 340,000 compounds, 2.5% hits; NR3A LBD differential scanning fluorimetry, Tm shift; 0% = protein alone, 100% = glycine-bound protein; Tm shift relative to glycine control, % at 25 µM;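 active means melting temperature shift of at least 10% of the positive control shift, at one fixed dose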
tim10-1 inh = tim10-1 yeast growth inhibition; S. cerevisiae tim10-1 ts strain growth, BacTiter-Glo, 24 h; inhibition, % at 20 µM; 330,000 compounds, 2.2% hits;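 active means inhibition of at least 40%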;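 further: mutant grown at 25 °C; 0% = DMSO wells with yeast and 100% = wells holding no yeast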
APJ agonist = activates the human apelin receptor APJ. P35414. CHO-K1 APJ PathHunter beta-arrestin, luminescence; 0% DMSO wells, 100% apelin. activation, % at 20 µM. 330,000 compounds, 0.11% hits. AID 2520;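 active means activation more than six SD over the plate average, tested at 20 µM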;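 further: 0% = DMSO alone and 100% = apelin-13 at 10 nM; some results filed as inactive read as strong as hits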
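Material: engineered CHO-K1 APJ arrestin reporter cells; amount: 1000 CHO-K1 reporter cells seeded per well; incubation: compound stimulation 90 min at 25 °C, detection 60 min; signal: luminescent beta-gal fragment complementation, chemiluminescent substrate; read-out basis: APJ agonist activity; controls: DMSO-only wells as negative, 10 nM Apelin-13 as positive control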
Mdm2 MdmX PPI = disrupts the human Mdm2-MdmX interaction; O15151+Q00987; AID 485346; SaOS-2 split-luciferase Mdm2/MdmX complementation, luminescence; inhibition, % at 8 µM; 330,000 compounds, 3% hits;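 active means inhibition of at least 50% at 8 µM in the primary screen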
Target sequence (O15151 whole entry, looked up): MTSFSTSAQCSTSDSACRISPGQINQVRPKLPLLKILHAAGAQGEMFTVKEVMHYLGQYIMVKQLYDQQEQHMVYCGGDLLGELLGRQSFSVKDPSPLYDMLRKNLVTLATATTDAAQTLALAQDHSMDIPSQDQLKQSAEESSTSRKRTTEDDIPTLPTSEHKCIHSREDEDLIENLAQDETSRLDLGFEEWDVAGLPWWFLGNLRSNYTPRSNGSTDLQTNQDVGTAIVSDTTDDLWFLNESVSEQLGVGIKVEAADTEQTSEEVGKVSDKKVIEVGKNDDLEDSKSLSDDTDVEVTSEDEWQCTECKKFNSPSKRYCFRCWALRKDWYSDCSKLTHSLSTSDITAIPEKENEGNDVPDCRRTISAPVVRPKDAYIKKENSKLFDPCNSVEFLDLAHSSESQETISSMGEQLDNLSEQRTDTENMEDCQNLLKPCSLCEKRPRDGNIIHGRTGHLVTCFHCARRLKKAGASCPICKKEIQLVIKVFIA
Target sequence (Q00987 whole entry, looked up): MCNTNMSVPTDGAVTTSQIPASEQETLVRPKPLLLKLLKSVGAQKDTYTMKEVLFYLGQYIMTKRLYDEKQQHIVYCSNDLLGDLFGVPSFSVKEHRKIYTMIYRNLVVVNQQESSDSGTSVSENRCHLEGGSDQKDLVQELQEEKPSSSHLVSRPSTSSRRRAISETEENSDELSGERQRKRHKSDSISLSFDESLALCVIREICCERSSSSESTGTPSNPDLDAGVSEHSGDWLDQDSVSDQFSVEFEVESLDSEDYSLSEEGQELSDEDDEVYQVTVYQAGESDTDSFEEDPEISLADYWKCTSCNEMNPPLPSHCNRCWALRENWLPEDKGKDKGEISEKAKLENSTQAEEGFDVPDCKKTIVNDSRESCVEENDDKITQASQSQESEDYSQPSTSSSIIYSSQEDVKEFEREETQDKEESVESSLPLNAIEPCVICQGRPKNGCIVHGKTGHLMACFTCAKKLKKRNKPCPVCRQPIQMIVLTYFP
NALP3 yeast inh = NALP3 inhibition in yeast. 330,000 compounds, 0.39% hits. Yeast reconstituted NLRP3/ASC/caspase-1, beta-gal luminescence, 24 h. AID 2825. inhibition, % at 10 µM;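 active means inhibition of 50% or more; inactive means inhibition below 50%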;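 further: plate controls were induced DMSO wells for no effect and uninduced yeast grown without galactose for full effect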
CHOP UPR activ = apoptotic UPR (CHOP) activation | CHO-CHOP luciferase reporter, luminescence; percent of tunicamycin response over DMSO baseline | activation, % at 10 µM | 330,000 compounds, 0.34% hits | AID 449763;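 active means at 10 µM dose, activation of 40% or more, normalized to positive control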;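 further: 100% = tunicamycin at 10 µg/mL and 0% = DMSO alone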
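Evaluation: % reporter activation, DMSO baseline versus tunicamycin full activation; System: CHO-CHOP luciferase reporter cell line; Input: 500 cells/well; Incubation: 6 h compound treatment, 37 °C; Measured by: Steady-Glo luciferase luminescence; Dosing: one dose, 10 µM in 0.5% DMSO; Buffer or medium: F12 medium, 10% FBS; Benchmarks: positive tunicamycin 10 µg/mL, negative DMSO alone.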
tim23-1 inh = inhibits growth of tim23-1 mutant yeast. S. cerevisiae tim23-1 growth, BacTiter-Glo luminescence, 24 h. inhibition, % at 20 µM. 330,000 compounds, 1.3% hits. AID 463212;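 active means growth inhibition of the mutant yeast at or above 50%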;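 further: temperature-sensitive mutant grown at 25 °C; plate controls were DMSO-treated mutant yeast for no effect and medium wells lacking yeast for full effect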
An asterisk follows results filed as active.

SMILES | TIM10 inh | UPR XBP1 act | GRIN3A LBD mod | tim10-1 inh | APJ agonist | Mdm2 MdmX PPI | NALP3 yeast inh | CHOP UPR activ | tim23-1 inh
CCOC(=O)c1ccc(NC(=O)CSc2nnc(COc3ccccc3)n2C)cc1 | -1 | 4 | -1 | 7 | -2 | 17 | 10 | -4.5 | 3
CC(C)(C)NC(=O)C(=O)NCc1ccccn1 | -15 | -1 | -2 | 8 | 2 | 3 | 10 | -0.1 | 8
CN(c1ccccc1)S(=O)(=O)c1ccc(Cl)c(C(=O)Nc2ccc(N3CCOCC3)cc2)c1 | 9 | -2 | -2 | 17 | -3 | -1 | 10 | -0.5 | 6
COc1ccc(C2(C)NC(=O)N(CC(=O)NCCC3=CCCCC3)C2=O)cc1OC (stereo not drawn) | 7 | -4 | -1 | -1 | -3 | 18 | 4 | -1.2 | -5
CCCn1c(=O)c2sccc2n2c(CCCC(=O)NCc3cccnc3)nnc12 | 8 | 0 | 0 | -3 | -2 | 5 | 0 | 0.2 | 5
COc1cc(/C=N/NC(=O)CCN2CCCCC2)ccc1O | 16 | -1 | -3 | 16 | -2 | -6 | 0 | 0.9 | -8
CC(=O)Nc1cccc(NC(=O)c2cccc(-c3ccc(O)cc3)c2)c1 | -14 | -5 | 10* | 5 | 1 | 29 | 17 | 2.3 | 3
COc1ccc(CC(=O)OCC(=O)Nc2cccc(Br)c2)cc1 | 12 | 1 | -1 | 31 | -2 | 13 | 9 | -1.5 | 19
Cn1nnc(NC(=O)c2cccc([N+](=O)[O-])c2)n1 | 5 | -3 | 1 | 0 | 3 | 19 | 13 | -0.1 | 4
O=C(CSc1nnc(-c2ccco2)c(-c2ccco2)n1)c1ccccc1 | -7 | -1 | -5 | 15 | 4 | 17 | 9 | 3.5 | 18
O=C(COC(=O)COc1cccc(Br)c1)Nc1c(Cl)cccc1Cl | 10 | -1 | -24 | 20 | -1 | 9 | -2 | -1.2 | 7
O=C(N1CCOCC1)N(CCN1CCOCC1)Cc1cccc2ccccc12 | -15 | -2 | -2 | 1 | -6 | 12 | 16 | -1.5 | -2
O=S(=O)(c1ccccc1)c1nc(-c2ccc(F)cc2)oc1NCC1CCCO1 (stereo not drawn) | 5 | 1 | 1 | 15 | -5 | 1 | 5 | 0.3 | 25
CCOc1ccc(NC(=O)c2sc3nc(C)nc(N4CCOCC4)c3c2C)cc1 | -9 | -1 | 16* | 28 | -2 | 8 | -7 | -0.4 | 33
O=C(NN1C(=O)CSC1=S)c1cccnc1 | 2 | -1 | 1 | -14 | 0 | 10 | 15 | 2.8 | -4
N#CCCN1CCN(S(=O)(=O)c2ccc(S(=O)(=O)N3CCOCC3)cc2)CC1 | 5 | 0 | -2 | 13 | -1 | 13 | 7 | -0.8 | 12
OC(c1ccccc1)C1CN(Cc2ccccc2)CCC1(O)c1ccccc1 (stereo not drawn) | 15 | 0 | -1 | 16 | -7 | 0 | -7 | -1.2 | 5
COc1ccc(-c2nc(SCC(=O)N3CCOCC3)n[nH]2)cc1 | 0 | 0 | -1 | -13 | 4 | 2 | 23 | -1.8 | 11
COc1ccc(C(CNC(=O)COc2cccc(C)c2)N2CCCC2)cc1 (stereo not drawn) | -1 | 4 | 1 | 1 | -3 | -12 | 13 | -1.6 | 4
O=C(CCn1nc(-c2ccc(Cl)cc2)c2ccccc2c1=O)Nc1cccnc1 | 18 | -1 | -1 | 15 | -3 | -20 | 8 | -0.5 | 24
NS(=O)(=O)c1ccc(CCNC(=O)Cc2cccs2)cc1 | -4 | -5 | 0 | 2 | 0 | 0 | 14 | 1.0 | -4
CC(C)CCNC(=O)c1onc(CSc2ccc(Cl)cc2)c1C(=O)NCCC(C)C | 4 | -1 | -8 | 12 | -5 | 17 | 13 | -0.1 | 11
CC(C)(C)c1cc(C(=O)NN)n(Cc2ccc(Cl)cc2Cl)n1 | 28 | -4 | -3 | 29 | -1 | 39 | 23 | -0.2 | 43
COC(=O)CCC(=O)Nc1cc(S(=O)(=O)Nc2ccc(Cl)cc2)ccc1N1CCOCC1 | 5 | -2 | -3 | 7 | -2 | 13 | 2 | -1.0 | 10
Cc1ccc(-c2csc3ncnc(N4CCN(c5ccccc5O)CC4)c23)cc1 | -7 | 0 | -13 | 44* | 0 | 45 | 11 | 2.0 | 44
COc1ccc(-n2nnnc2SCC(=O)N2CCCC2=O)cc1 | 11 | 2 | 0 | 15 | -3 | -23 | 14 | -0.2 | 21
Cc1[nH]n(-c2ccc([N+](=O)[O-])cc2)c(=O)c1C=NCCN1CCN(C(=O)c2ccc(F)cc2)CC1 | 15 | -1 | 2 | 36 | -2 | -13 | 19 | -1.3 | 30
CCc1cc2ccccc2nc1SCC(=O)Nc1cc(C)on1 | 5 | -1 | 1 | 4 | -7 | 27 | 11 | 1.8 | 6
COc1ccc(/C=N/NC(=O)c2cnccn2)c(OC)c1OC | -7 | -2 | -1 | -19 | 2 | 4 | 13 | 1.5 | 10
CN(C)CCn1c2c(c(SCC(=O)Nc3ccccc3C(F)(F)F)nc1=O)CCCC2 | -12 | 0 | 0 | -15 | -4 | 19 | 1 | 1.5 | -2
COc1ccccc1OCc1ccc(C(=O)N(C)C)o1 | 4 | -1 | -3 | 12 | -5 | 15 | 15 | 7.0 | 7
CCc1ccccc1S(=O)(=O)Cc1ccc(C(=O)NCCc2ccccc2)o1 | -1 | -4 | -4 | 24 | 0 | 6 | 8 | 5.5 | 17
COc1cccc(C(=O)C2CCCN(Cc3cccc(-n4cccn4)c3)C2)c1 (stereo not drawn) | -4 | -2 | 0 | -5 | -1 | -3 | 10 | 0.2 | 2
CCCCCCSC1=C(C#N)C(c2ccccc2)CC(=O)N1 (stereo not drawn) | 29 | 0 | 4 | 28 | -1 | -3 | 17 | 0.5 | 51*
Cc1cc(C(=O)NCCCN2CCN(C3CCCCC3)CC2)n(-c2ccccc2)n1 | 8 | -1 | -1 | -18 | -1 | -2 | -61 | -0.1 | 6
COc1ccc(-n2nc(C(=O)NCC(=O)N3CCN(c4ccccc4OC)CC3)c3ccccc3c2=O)c(OC)c1 | 0 | 2 | -2 | 1 | -1 | 2 | 0 | 8.9 | 2
CC(=O)Nc1cccc(Oc2ncnc3scc(-c4ccc(C)cc4)c23)c1 | 20 | 0 | -34 | 42* | -1 | 11 | -1 | -2.6 | 9
CS(=O)(=O)N(CC(=O)N1CCCCCC1)c1cc(Cl)ccc1Cl | 2 | -5 | 1 | 18 | -2 | 19 | 10 | -1.2 | 9
COC(=O)c1ccc2c(=O)n3c(nc2c1)SCC(c1ccccc1)=N3 | -2 | 4 | 3 | 3 | -1 | -5 | 15 | 5.3 | -4
CC(C)(C)c1nc2c(Br)cc(Br)cc2c(=O)o1 | -2 | -2 | 0 | 17 | -2 | -6 | -3 | 2.3 | 22
Cc1ccc(SCC(=O)OC(C)C(=O)Nc2ccc(S(N)(=O)=O)cc2)cc1C (stereo not drawn) | 5 | -2 | -2 | -1 | 5 | -3 | 15 | -0.3 | 17
CN(C)C1=NCCN1CCC1CCCCC1 | -8 | 0 | 1 | -16 | 7 | 11 | 15 | 0.6 | 2
CCOP(=O)(OCC)c1nc(/C=C/c2ccccc2)oc1NCc1ccc(OC)cc1 | -12 | -1 | -1 | 21 | -2 | 2 | 13 | -1.1 | 6
Cc1nnc(NC(=O)C2c3ccccc3Oc3ccccc32)s1 | 16 | -6 | -3 | 2 | -3 | 19 | -16 | -0.2 | 2
O=c1nc(-c2ccccc2)c2cc(SC(F)F)ccc2[nH]1 | 0 | -3 | 0 | 14 | 3 | 19 | 18 | -2.4 | 8
Cc1ccc(C)c(N(CC(=O)Nc2cc(Cl)ccc2Oc2ccccc2)S(C)(=O)=O)c1 | 15 | -4 | -19 | 20 | -6 | 17 | -2 | -0.3 | 25
Cc1ccc(NC(=S)NNC(=O)c2ccc(N3CCOCC3)c([N+](=O)[O-])c2)cc1Cl | 28 | 3 | 19* | -5 | -7 | 11 | 19 | 0.1 | 14
CCCC(C)NC(=O)c1ccc(F)cc1 (stereo not drawn) | 1 | 1 | 0 | 12 | 0 | -6 | 0 | -0.4 | 4
O=C(Nc1cccc(O)c1)c1cc(-c2ccccc2Cl)on1 | -29 | -7 | 30* | -37 | -1 | -18 | 47 | -9.1 | 19
CN(C)c1ncnc2c1ncn2C1OC(CO)C(O)C1O (stereo not drawn) | -14 | -1 | 1 | -4 | 0 | 76* | 13 | -3.6 | 4

Some of the entries so far, as a markdown table:
| structure | TIM10 inh | UPR XBP1 act | GRIN3A LBD mod | tim10-1 inh | APJ agonist | Mdm2 MdmX PPI | NALP3 yeast inh | CHOP UPR activ | tim23-1 inh |
| --- | --- | --- | --- | --- | --- | --- | --- | --- | --- |
| Cn1nnc(NC(=O)c2cccc([N+](=O)[O-])c2)n1 | 5 | -3 | 1 | 0 | 3 | 19 | 13 | -0.1 | 4 |
| Cc1ccc(NC(=S)NNC(=O)c2ccc(N3CCOCC3)c([N+](=O)[O-])c2)cc1Cl | 28 | 3 | 19* | -5 | -7 | 11 | 19 | 0.1 | 14 |
| CCCCCCSC1=C(C#N)C(c2ccccc2)CC(=O)N1 (stereo not drawn) | 29 | 0 | 4 | 28 | -1 | -3 | 17 | 0.5 | 51* |

Later entries
SMILES | TIM10 inh | UPR XBP1 act | GRIN3A LBD mod | tim10-1 inh | APJ agonist | Mdm2 MdmX PPI | NALP3 yeast inh | CHOP UPR activ | tim23-1 inh
COc1ccc(OCC(=O)N2CCN(c3nnc(-c4ccccc4)c4ccccc34)CC2)cc1 | -11 | -1 | -7 | 0 | -4 | 22 | -27 | 0.4 | -1
COc1ccc2[nH]c3c(c2c1)[C@@H]1CCN2C(=O)CCC[C@H](C3)[C@H]12 | 5 | 1 | -2 | 11 | 8 | -26 | -23 | 1.9 | 17
CCOC(=O)C1=C(C)N=c2s/c(=C\c3ccc(OCC(=O)O)cc3)c(=O)n2C1c1ccccc1OC (stereo not drawn) | 0 | -4 | 3 | 16 | -4 | -3 | 17 | 0.1 | 10
O=C(/C=C/c1ccc2c(c1)OCO2)NCCS(=O)(=O)N1CCN(c2ccc(F)cc2)CC1 | 5 | 0 | 2 | -7 | 14 | 6 | 12 | 2.0 | 1
CCCCn1c(CNC(=O)c2cccs2)nc2ccccc21 | 21 | -1 | 2 | 29 | -3 | 18 | 3 | -0.5 | 23
O=C(NNS(=O)(=O)c1ccccc1[N+](=O)[O-])c1cccc([N+](=O)[O-])c1 | -2 | -3 | -3 | -2 | -2 | 8 | 3 | -2.3 | -2
C/C(=N\NC(=S)NC(C)C)c1ccc2c(c1)OCCO2 | 41* | 1 | 6 | 43* | -3 | 1 | 22 | 3.4 | 40
COc1ccc(-n2c(SCC(=O)Nc3ccccc3)nnc2-c2ccoc2C)cc1 | -1 | 1 | 2 | 16 | -3 | 16 | -2 | 2.5 | 2

Screening data as filed in PubChem BioAssay.

No enrichment for hits; 8.2% or so of the library scored in one or more.
